Screens as filed in PubChem.
RPL19A TOR yeast: alters RPL19A-GFP fluorescence in TOR pathway yeast screen; S. cerevisiae RPL19A-GFP strain, flow cytometry, 3 h; active compounds read low; 330,000 tested, 0.3% active; percent response vs DMSO, % at 10 µM;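 active = percent response vs DMSO below 50%; inconclusive = fewer than 70 events counted for the yeast strain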;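 also: median channel GFP fluorescence of the barcoded RPL19A-GFP strain; ratio of sample median GFP to plate DMSO average so 100% = DMSO; lower means less RPL19A-GFP as with rapamycin TOR inhibition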
procasp7 counter: activates human procaspase-7, counter-screen for procaspase-3 activators; P55210; recombinant procaspase-7, Ac-DEVD-pNA absorbance 405 nm; D23A/D198A/D206A triple mutant, cannot self-cleave; scale: DMSO 0, 5 µM enzyme 100; activation, % at 8.5 µM; 330,000 tested, 0.093% active; AID 463210;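 active = percent activation above the screen-wide mean plus 3 SD, cut at about 25% in these data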
Target sequence (P55210 whole entry D23A/D198A/D206A): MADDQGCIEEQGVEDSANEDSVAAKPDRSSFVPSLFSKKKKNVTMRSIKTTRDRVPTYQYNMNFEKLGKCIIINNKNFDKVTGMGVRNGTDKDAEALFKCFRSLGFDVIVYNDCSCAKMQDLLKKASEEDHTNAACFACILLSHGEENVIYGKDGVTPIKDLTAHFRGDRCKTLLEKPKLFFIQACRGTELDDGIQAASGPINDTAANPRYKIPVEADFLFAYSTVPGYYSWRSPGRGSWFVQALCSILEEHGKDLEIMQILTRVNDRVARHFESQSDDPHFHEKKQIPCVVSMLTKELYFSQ
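Test system: Procaspase-7 triple mutant (PC-7 D3A). Also added: Ac-DEVD-pNA substrate, 400 µM as added. Schedule: 1 h enzyme–compound preincubation and 2 h substrate reaction, both 25 °C. Signal: p-Nitroaniline absorbance at 405 nm, read at 0 and 120 min. Control set: low DMSO alone, high DMSO plus 5 µM PC-7.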
LAP4 TOR yeast: modulators of TOR pathway LAP4-GFP in S. cerevisiae; S. cerevisiae LAP4-GFP multiplex, flow cytometry GFP, 3 h; median GFP as percent of DMSO wells; GFP response vs DMSO, % at 10 µM; 320,000 tested, 0.34% active;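 active = GFP response vs DMSO above a set limit, about the screen mean plus 3 SD, cut at about 150% in these data; inconclusive = under 70 cell events counted for the yeast strain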
procasp3 activ: activates human procaspase-3. activation, % at 8.5 µM. recombinant procaspase-3 D3A, Ac-DEVD-pNA absorbance 405 nm. 330,000 tested, 0.11% active;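 active = activation above the mean of all tested compounds plus 3 SD, cut at about 21% in these data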;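 also: 0% = DMSO alone and 100% = DMSO wells spiked with extra 5 µM PC-3 D3A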
Target sequence (P42574 whole entry D9A/D28A/D175A): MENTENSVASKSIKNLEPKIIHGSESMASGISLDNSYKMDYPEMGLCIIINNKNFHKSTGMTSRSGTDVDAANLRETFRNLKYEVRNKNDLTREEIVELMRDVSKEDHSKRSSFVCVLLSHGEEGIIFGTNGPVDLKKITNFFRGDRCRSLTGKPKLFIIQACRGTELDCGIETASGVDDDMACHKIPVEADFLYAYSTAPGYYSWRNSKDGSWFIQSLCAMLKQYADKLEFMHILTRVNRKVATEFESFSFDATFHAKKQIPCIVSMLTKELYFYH
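System: Procaspase-3 D3A mutant. Medium: Zinc-free 300 mM NaCl, 50 mM HEPES, 0.01% Triton X-100. Schedule: 1 h preincubation plus 2 h reaction at 25 °C. Measured by: 405 nm absorbance of p-nitroaniline, reads at 0 and 120 min. Read-out: percent activation relative to control range.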
AGP1 TOR yeast: modulators of TOR pathway AGP1-GFP in S. cerevisiae; 320,000 tested, 0.02% active; AID 2066; S. cerevisiae AGP1-GFP multiplex flow cytometry, 3 h; GFP as percent of DMSO wells; GFP response vs DMSO, % at 10 µM;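 active = GFP response relative to DMSO above a set limit, near screen average plus 3 SD, cut at about 150% in these data; inconclusive = fewer than 70 cells counted for the yeast strain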;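 also: median GFP channel fluorescence of the gated AGP1 strain per well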
MEP2 TOR yeast: yeast TOR pathway MEP2-GFP modulation; S. cerevisiae MEP2-GFP strain, flow cytometry GFP, 3 h; 100% = DMSO control level; GFP response vs DMSO, % at 10 µM; 330,000 tested, 0.51% active; AID 2016;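 active = GFP response versus DMSO above a set limit, roughly screen mean plus 3 SD, cut at about 180% in these data; inconclusive = fewer than 70 cells counted for a yeast strain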;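 also: median GFP fluorescence of the barcode-gated MEP2-GFP cells per well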
CIT2-GFP yeast: alters CIT2-GFP fluorescence in TOR pathway yeast screen | S. cerevisiae CIT2-GFP strain, flow cytometry, 3 h; 100 means same as DMSO wells | GFP response vs DMSO, % at 10 µM | 320,000 tested, 0.065% active | AID 2029;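 active = GFP response relative to DMSO above a set limit, near the screen mean plus 3 SD, cut at about 150% in these data; inconclusive = Fewer than 70 cells measured for a yeast strain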;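 also: ratio of well median GFP fluorescence to mean of DMSO wells on the plate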
AHR act: activators of human aryl hydrocarbon receptor; AHR-responsive luciferase reporter cells, luminescence; AID 2796; 320,000 tested, 2.5% active; activation, % at 5 µM; in the data active = activation above about 47%;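 also: 0% = vehicle wells and 100% = reference agonist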
* hit, by the source's call; ? = inconclusive; nt = no result given.

Molecule	RPL19A TOR yeast	procasp7 counter	LAP4 TOR yeast	procasp3 activ	AGP1 TOR yeast	MEP2 TOR yeast	CIT2-GFP yeast	AHR act
O=C(N=Nc1c(O)[nH]c2ccccc12)c1ccc(CN2CCOCC2)cc1	99	7	104	-2	105	95	104	1
CC1CCC(NC(=O)CN(C)S(=O)(=O)c2ccc3c(c2)c(=O)n(C)c(=O)n3C)CC1 (configuration not stated)	100	-8	101	3	101	103	99	2
COCCOC1CCN(C(=O)C2CCC(=O)N(CCc3ccccc3)C2)CC1 (configuration not stated)	102	-9	82	-9	90	88	94	6
CC(/C=N/NC(=O)c1ccc(CN2c3cccc4cccc(c34)S2(=O)=O)cc1)c1ccccc1 (configuration not stated)	101	7	89	8	94	101	96	6
CC(C)c1ccc(NC(=S)Nc2cccc3ccccc23)cc1	95	-14	97	-17	97	94	98	90*
CCOc1ccc(C(=O)NC(=S)NC2CCCC2)cc1[N+](=O)[O-]	98	-7	82	-1	89	97	96	25
CCN(CC(=O)NCc1ccc(F)cc1)CC(=O)Nc1ccccc1-c1ccccc1	92	-3	80	-4	85	96	85	3
O=C(CCSc1nc(-c2ccc3c(c2)OCO3)cc(C(F)(F)F)n1)NCc1ccccc1	101	1	99	1	100	107	99	12
S=c1[nH]nc(-c2c[nH]c3ccccc23)o1	109	-2	102	-2	105	110	106	26
O=C1CN(c2ccc(Cl)cc2)C(=O)CN1NC(=S)Nc1ccc(Cl)cc1	103	0	101	-3	105	105	107	-1
CCOC(=O)[C@@H]1[C@H]2COc3ccc(Br)cc3[C@@H]2N2C(=O)N(c3ccc(Br)cc3)C(=O)[C@]12C	97	1	114	6	82	91	68	6
CC(C)CNC(=O)c1ccccc1NC(=O)c1ccccc1N(C)S(=O)(=O)c1ccccc1	102	3	104	2	106	109	97	10
Cc1ccc(N2C(=O)c3n[nH]c(C)c3C2c2cccnc2)cc1 (configuration not stated)	101	5	95	-133	105	103	93	2
Cc1ccc(S(=O)(=O)N2[C@@H](c3ccc(Br)cc3)C(C(=O)O)=CC[C@H]2c2cccc(C)c2)cc1	102	12	104	-2	102	100	83	-1
Nc1cccc2c1C(=O)N(c1ccccc1)C2=O	102	-2	85	-5	97	109	105	49*
COc1ccc(CCNC(=O)CSc2ccc3ccccc3c2)cc1OC	100	-8	102	-4	108	105	108	6
CN(Cc1ccco1)C(=O)CN1C(=O)NC2(CCCC2)C1=O	103	-8	105	-5	106	108	113	1
CCOc1ccc(CCNC(=O)c2cccnc2N2CCCC2)cc1OCC	108	5	113	10	110	110	107	6
CCOC(=O)C1=C(C)OC(N)=C(C#N)C1c1cc2c(cc1Br)OCO2 (configuration not stated)	108	-17	90	2	119	105	99	5
Cc1ccc(S(=O)(=O)NN2C(=O)c3ccccc3NC2c2cccc(O)c2)cc1 (configuration not stated)	106	-5	114	-5	113	112	122	-1

Next structures.
Molecule	RPL19A TOR yeast	procasp7 counter	LAP4 TOR yeast	procasp3 activ	AGP1 TOR yeast	MEP2 TOR yeast	CIT2-GFP yeast	AHR act
COc1ccccc1NC(=O)CCNC(=O)Cn1ccc2ccccc2c1=O	89	5	93	-3	96	102	91	8
COc1ccc(NS(=O)(=O)c2cc(NC(=O)c3ccc(=O)[nH]c3)ccc2N2CCOCC2)cc1	105	3	110	-3	101	114	102	1
N#Cc1ccccc1OCC(=O)N1N=C(c2cccs2)CC1c1ccco1 (configuration not stated)	100	-14	101	5	108	100	107	6
CC(C)OCCCNC(=O)c1cc(-c2cccs2)nc2ccccc12	105	-2	97	-7	102	107	103	4
O=C(CCOc1ccccc1)Nc1ccnn1C1CCN(Cc2ccc(O)cc2)CC1	101	0	97	4	96	98	94	0
c1csc(-c2nc(-c3ccncc3)no2)c1	93	2	102	8	82	101	96	2
CC(Oc1ccccc1F)c1ccnc2nc(/N=C/N(C)C)nn12 (configuration not stated)	92	-9	82	3	84	98	nt	1
Cc1ccc(NS(=O)(=O)c2cn(C)c(=O)n(C)c2=O)cc1C	98	5	103	-4	97	99	94	-2
CCOc1ccc(N2C(=O)C(=O)/C(=C(/O)c3ccccc3)C2c2ccccc2[N+](=O)[O-])cc1 (configuration not stated)	95	-17	106	1	112	91	110	26
COc1ccc2nc(/N=C/c3cccc(OC)c3O)sc2c1	103	12	85	4	92	108	108	22
Cc1ccc(S(=O)(=O)Nc2ccccc2N(C)S(=O)(=O)c2ccc(C)cc2)cc1	97	-4	137	-1	83	89	90	4
C=CCNC(=O)/C(C#N)=C/c1cn(-c2ccccc2)nc1-c1ccc(OC)c([N+](=O)[O-])c1	104	3	100	-20	109	107	109	1
O=c1oc(-c2ccccc2NS(=O)(=O)c2ccccc2)nc2ccccc12	97	11	92	2	95	95	90	2
COc1ccc(CC(=O)Nc2ccc(/C(C)=N/NC(=O)c3cccc([N+](=O)[O-])c3)cc2)cc1	97	8	90	3	101	94	nt	17
Cc1ccc(S(=O)(=O)NC(C)(C)CN2CCCCC2)cc1	100	-6	95	6	97	101	107	-1
Cc1ccc(OC(=O)CCC(=O)Nc2ccc(C(N)=O)cc2)cc1	97	3	101	5	94	104	94	2
O=C(CC12CC3CC(CC(C3)C1)C2)NCc1ccncc1	100	-7	100	7	103	99	97	8
COc1cccc(N2CCN(C(=O)C3CCC(=O)N(C4CCCCCC4)C3)CC2)c1 (configuration not stated)	95	5	82	3	91	132	nt	0
COC(=O)/C=C1/N/C(=N\c2nc(C)cc(C)n2)N(c2ccc(Cl)cc2)C1=O	96	5	101	0	117	94	89	-3
Cc1ccc(CN2CCC(=O)N2)cc1	104	-19	94	-1	103	107	95	36

Profiles, looked up by structure. Values in the order: RPL19A TOR yeast | procasp7 counter | LAP4 TOR yeast | procasp3 activ | AGP1 TOR yeast | MEP2 TOR yeast | CIT2-GFP yeast | AHR act
CC1CCC(NC(=O)CN(C)S(=O)(=O)c2ccc3c(c2)c(=O)n(C)c(=O)n3C)CC1 (configuration not stated) as listed: 100 | -8 | 101 | 3 | 101 | 103 | 99 | 2
COCCOC1CCN(C(=O)C2CCC(=O)N(CCc3ccccc3)C2)CC1 (configuration not stated) as listed: 102 | -9 | 82 | -9 | 90 | 88 | 94 | 6

Continuation:
Molecule	RPL19A TOR yeast	procasp7 counter	LAP4 TOR yeast	procasp3 activ	AGP1 TOR yeast	MEP2 TOR yeast	CIT2-GFP yeast	AHR act
CCC(=O)N1c2ccccc2-c2nnc(SC)nc2OC1c1ccc(N(C)C)cc1 (configuration not stated)	94	3	100	4	96	104	89	2
c1cnc2ccc(C(c3nnnn3C3CCCCC3)N3CCN4CCCC4C3)cc2c1 (configuration not stated)	98	9	97	3	93	106	102	0
O=C(c1cc(Br)c(Br)s1)N1CCN(C/C=C/c2ccccc2)CC1	98	0	80	-1	95	94	nt	2
O=C(O)C1CCC(Cn2c(SCc3cc(=O)n4cc(Cl)ccc4n3)nc3ccsc3c2=O)CC1 (configuration not stated)	97	3	101	2	101	101	104	0
Cc1ccc(S(=O)(=O)NCC(=O)OCC(=O)Nc2ccc(C)c(S(=O)(=O)N3CCOCC3)c2)cc1	86	0	81	10	76	85	89	-2
Cn1c(Cn2nnc3ccccc32)nnc1SCC(N)=O	95	4	94	3	93	97	99	0
CCOC(=O)N1CCN(C(=O)c2cc3c(=O)[nH]c4ccccc4c3s2)CC1	106	-10	101	2	100	104	108	11
COCCNC(=O)c1ccc(CS(=O)(=O)c2ccccc2)o1	101	-2	103	3	102	101	nt	1
O=C(O)c1ccc(Nc2nc3c(s2)CCCC3)cc1	108	-3	107	-9	105	109	104	-11
CCOc1cc(N2CCCC2)ccc1[N+](=O)[O-]	99	-21	110	7	101	102	97	-1
O=C(C1CCN(S(=O)(=O)c2cccc3nsnc23)CC1)N1CCCc2ccccc21	100	-4	99	9	104	97	106	1
C=CCn1c(SCC(=O)NCc2ccco2)nc2sc3c(c2c1=O)CCC3	98	-4	96	-7	112	96	101	5
Cc1c(NC(=O)/C(C#N)=C\c2cccs2)c(=O)n(-c2ccccc2)n1C	104	-1	90	7	100	102	99	0
Cc1ccc(C)c(NC(=S)N(CCN(C)C)C(C)c2ccccn2)c1 (configuration not stated)	96	-3	109	3	113	99	107	-2
COC(CNc1nc(SC)nc2sc3c(c12)CCN(C)C3)OC	98	-1	103	-10	99	105	104	2
CC(Sc1nc(NCc2ccccc2)nc(N(C)C)n1)C(=O)Nc1ccccc1 (configuration not stated)	106	1	114	7	106	107	105	-1
Cc1cccc(CSC2=NCCN2C(=O)c2ccco2)c1	99	15	99	12	97	92	98	0
Cn1cnc2nc3n(c2c1=O)CCC3	101	-3	97	-9	104	105	105	1
CCOc1cc(NC(=O)c2cccs2)c(OCC)cc1NC(=O)CCC(=O)NCc1ccccn1	87	8	?	-2	?	?	97	5
CCOC(=O)C1=C(C)N(C)C(=O)NC1c1c(OC)ccc2ccccc12 (configuration not stated)	104	-5	94	-3	105	103	102	4
COc1ccc(N2C(=O)CS(=O)C(c3ccccc3)C2=O)cc1 (configuration not stated)	107	-33	90	-21	96	108	106	3
CCOCCCNc1ncc2c(n1)CC(c1ccc(C)cc1)CC2=O (configuration not stated)	101	5	108	2	99	102	107	1
Cc1cc(-c2nnc(SCC(=O)Nc3ccccc3F)n2N)n[nH]1	95	2	96	3	98	101	99	0
